Screens as filed in PubChem.
PHOSPHO1 block: PubChem AID 1565 | Phosphoethanolamine/phosphocholine phosphatase (Homo sapiens), Q8TCT1 | recombinant PHOSPHO1, absorbance phosphatase assay | inhibition, % at 13.3 µM | hit rate 1.1% among 290,000; in the data active = inhibition above about 60%
Target sequence (Q8TCT1 whole entry, looked up): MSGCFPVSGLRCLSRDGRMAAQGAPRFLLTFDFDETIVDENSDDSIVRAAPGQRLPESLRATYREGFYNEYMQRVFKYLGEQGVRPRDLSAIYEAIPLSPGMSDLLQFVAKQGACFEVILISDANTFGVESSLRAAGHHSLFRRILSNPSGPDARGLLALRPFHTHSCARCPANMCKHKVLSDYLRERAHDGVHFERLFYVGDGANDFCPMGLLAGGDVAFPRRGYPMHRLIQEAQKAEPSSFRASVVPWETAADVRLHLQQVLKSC
GalR3 antagonist: GalR3 antagonists in HEK293 cells, primary screen, cell-based, fluorescence readout | inhibition, % at 3 µM | hit rate 0.44% among 360,000 | AID 651719, 2012 | Galanin receptor type 3 (Homo sapiens), O60755 | HEK293 GalR3-CNG cAMP membrane potential fluorescence; galR3 body fused to GalR1 C-terminus;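 active = inhibition above the screen-wide average plus 3 SD, cut at about 13% in these data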;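 note: forskolin and galanin both at EC90 stimulate the cells; cAMP rise reported by CNG channel membrane potential dye signal; 0% = forskolin plus galanin with DMSO and 100% = forskolin alone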
V1aR counter: agonists of human V1a receptor, primary screen, counter-screen for OXTR agonist project, fluorescence, CHO-V1R cells; Vasopressin V1a receptor (Homo sapiens), P37288; Fluo-8 calcium fluorescence, agonist mode; 0% DMSO, 100% 3 nM vasopressin; activation, % at 3 µM; hit rate 0.25% among 320,000;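 active = activation above the mean activation of all tested compounds plus 3 SD, per screening run, cut at about 20% in these data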;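 note: signal is peak over basal fluorescence ratio across a 100 second FLIPR read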
Target sequence (P37288 whole entry, looked up): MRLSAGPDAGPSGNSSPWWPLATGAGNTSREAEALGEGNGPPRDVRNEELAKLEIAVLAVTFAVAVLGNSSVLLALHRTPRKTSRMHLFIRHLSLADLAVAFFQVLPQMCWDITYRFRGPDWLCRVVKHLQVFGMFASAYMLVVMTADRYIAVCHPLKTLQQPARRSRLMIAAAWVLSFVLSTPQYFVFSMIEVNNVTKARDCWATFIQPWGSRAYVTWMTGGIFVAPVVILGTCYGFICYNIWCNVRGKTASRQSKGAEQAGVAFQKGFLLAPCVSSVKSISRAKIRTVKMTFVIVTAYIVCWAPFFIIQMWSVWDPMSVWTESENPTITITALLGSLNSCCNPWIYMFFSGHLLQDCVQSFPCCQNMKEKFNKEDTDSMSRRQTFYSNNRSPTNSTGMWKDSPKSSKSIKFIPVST
MEKK3 PB1 HTS: modulators of MEKK3-MEK5 PB1 binding, primary screen, biochemical, wildtype MEKK3, multiplex bead flow cytometry, Alexa488-MEK5. AID 1529, 2009. hit rate 1.4% among 290,000. binding response (% of control), % at 10 µM. bead-based flow cytometry, Alexa488-MEK5 binding to MEKK3; actives lie on both sides; 0 = blocked by unlabeled MEK5, 100 = vehicle;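 active = binding response more than 3 SD above or below the average of its plate-row segment, actives on both sides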;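 note: Alexa488 bead fluorescence after subtracting the streptavidin-only scavenger bead signal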
MEKK2mut PB1 HTS: MEK5 binding signal on mutant MEKK2 PB1, primary screen, biochemical, multiplex bead flow cytometry, Alexa488-MEK5. Alexa488-MEK5 binding to MEKK2 mutant. percent response, % at 10 µM. hit rate 0.35% among 290,000. AID 1530, 2009; in the data active = percent response above about 24%, passing the limit was not always enough; note: inactives centre near 1; some results filed as inactive read as strong as hits; reference of the scale not given here
OXTR agonist: human OXTR agonists, primary screen, fluorescence, CHO-OTR cells, Fluo-8 calcium. activation, % at 3 µM. hit rate 0.32% among 320,000. Fluo-8 calcium fluorescence; normalized: DMSO 0%, oxytocin 100%. Oxytocin receptor (Homo sapiens), P30559;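 active = activation above the mean of all tested compounds plus 3 SD, cutoff set per screening run, cut at about 20% in these data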;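 note: peak over basal fluorescence ratio from a 100 s FLIPR kinetic read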
MEKK2 WT-MEK5: modulators of MEK5 binding to wildtype MEKK2, primary screen, biochemical, multiplex bead flow cytometry, Alexa488-MEK5; AID 1531, 2009; binding response (% of control), % at 10 µM; Alexa488-MEK5 binding to MEKK2 WT; actives lie on both sides; hit rate 1.1% among 290,000; Mitogen-activated protein kinase kinase kinase 2 (Homo sapiens), Q9Y2U5; in the data active = binding response below about 67% or above about 130%
GPR7 antagonist: GPR7 receptor antagonists, primary screen, cell-based, fluorescence, single concentration | GPR7-expressing cells, fluorescence antagonist assay | AID 1861, 2009 | hit rate 1.1% among 290,000 | inhibition, % at 4.4 µM; in the data active = inhibition above about 16%, passing the limit was not always enough;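 note: cells stimulated with the agonist NPW; 0% = agonist with vehicle and 100% = vehicle without agonist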
Target sequence (P48145 whole entry, looked up): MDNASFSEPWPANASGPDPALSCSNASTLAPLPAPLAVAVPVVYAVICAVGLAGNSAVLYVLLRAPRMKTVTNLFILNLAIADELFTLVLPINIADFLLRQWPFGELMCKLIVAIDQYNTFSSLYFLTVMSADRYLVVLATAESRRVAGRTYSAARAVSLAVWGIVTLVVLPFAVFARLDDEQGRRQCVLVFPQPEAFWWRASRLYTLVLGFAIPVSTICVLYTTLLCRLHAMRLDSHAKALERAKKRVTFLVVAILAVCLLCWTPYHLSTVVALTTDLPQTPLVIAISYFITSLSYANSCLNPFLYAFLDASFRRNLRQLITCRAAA
NALP1 inh: NALP1 inflammasome inhibitors in reconstituted yeast, colorimetric, S. cerevisiae, triplicate retest. S. cerevisiae NALP1/ASC/caspase-1 growth, X-gal OD620, 72 h. inhibition, % at 10 µM. hit rate 0.61% among 280,000; in the data active = inhibition mostly above about 24%, no sharp cut-off; inactive = mostly below about 32%; note: some compounds called inactive have numbers as strong as hits
* marks the source's active call; other numbers are inactive results; nt = no result given; [ ] = dose if it differs, or a comment.

smiles	PHOSPHO1 block	GalR3 antagonist	V1aR counter	MEKK3 PB1 HTS	MEKK2mut PB1 HTS	OXTR agonist	MEKK2 WT-MEK5	GPR7 antagonist	NALP1 inh
CCc1ccc(CNC(=O)Cc2ccc(NC(=O)C3=C(C)OCCS3)cc2)cc1	65*	2	0.9	101	2	0.4	96	-9	-4
Cc1ccsc1-c1cc(C(=O)O)c2c(ccc3ccccc32)n1	30	-5	-1.2	106	6	-0.4	102	-7	2
Cc1cccc2[nH]c(CN(C)C(=O)C3CCC(=O)N(CCc4ccccc4)C3)nc12 (configuration not stated)	36	-5	4.5	97	-4	-0.3	97	-10	25
Cc1cccc(NC(=S)NN2CCN(C)CC2)c1	14	3	0.7	114	15	0.4	116	-14	-1
COC(=O)c1ccc(C(=O)OC)c(NC(=O)CN(C)Cc2ccccc2)c1	-9	1	-0.8	106	5	-2.2	104	-9	22
Clc1ccc(N2CCN(Cc3ccc(Br)o3)CC2)cc1	nt	-9	-0.5	99	6	-2.3	99	-5	-17
COc1ccccc1NS(=O)(=O)c1ccc2c(c1)n(C)c(=O)n2C	16	-2	7.2	106	4	8.7	103	-4	18
O=C(O)c1ccc(N=Cc2nc(-c3ccco3)oc2O)cc1	-13	1	-0.2	95	-11	1.1	85	-14	17
Cc1c(Cl)cccc1NC(=O)CSc1nnc(C)n1CC1CCCO1 (configuration not stated)	32	-6	-0.2	102	-1	0.5	101	-11	22
COc1ccc(OC)c(N/C=C/C(=C(C#N)C#N)N(C)C)c1	18	0	4.2	81	-13	-0.5	79	1	-10
COc1ccc(C(=O)Nn2c(SCC(=O)NCC3CCCO3)nc3ccccc3c2=O)cc1 (configuration not stated)	-22	-4	0.0	117	7	0.1	128	-1	30
N#Cc1ccc(NC(=O)COC(=O)C2=COCCO2)cc1	16	1	0.7	92	-4	1.0	101	-8	32
c1ccc(CSc2nnc(-c3ccco3)c(-c3ccco3)n2)cc1	18	nt	-0.7	94	3	-1.5	95	6	24
COCCNc1nc2nonc2nc1N1CCCC1c1nccs1 (configuration not stated)	31	-5	0.2	108	1	0.5	97	-4	24
COc1ccc2nc(NC(=O)CN(c3ccc(C)cc3)S(=O)(=O)c3c(C)nn(C)c3C)sc2c1	36	-4	0.6	96	-3	1.5	98	1	19
COc1cc(C(C)=O)ccc1OCC(O)CN(CCO)Cc1ccccc1 (configuration not stated)	6	-5	0.1	112	-2	0.5	105	-9	2
Cc1ccc2c(c1)N(C(=O)CSc1nncn1C)C(C)(C)c1ssc(=S)c1-2	53	0	-0.9	121	13	-2.3	121	-9	-6
O=C(Cc1c(F)cccc1Cl)Nc1nc2ccccc2s1	43	-7	22*	101	0	1.3	96	3	-9
CN1CCCN(C(=O)c2cc(-c3ccc(Cl)c(Cl)c3Cl)nc3ccccc23)CC1	13	-6	3.0	108	8	8.6	122	21*	10
Cc1ccc(C(C)C)c(OCC(=O)Nc2ccc(N3CCN(S(C)(=O)=O)CC3)cc2)c1	-14	-3	0.6	103	12	-0.2	109	-8	9
COc1ccc(OC)c(NC(=O)NNC(=O)c2cc3occc3[nH]2)c1	20	2	0.3	101	2	-1.8	101	0	-3
COc1ccc(/C=C/C(=O)OCC(=O)N2CC(=O)Nc3ccccc32)cc1S(=O)(=O)N1CCOCC1	-37	4	2.4	98	-7	-0.7	95	-9	0
COc1cc(/C=C2/C(=O)NN(c3ccccc3)C2=O)cc(Br)c1O	44	-4	0.1	102	2	0.7	101	-19	7
Cc1ccc(C2NNC(=O)C2NC(=O)c2ccccc2)cc1 (configuration not stated)	45	-4	0.6	100	10	0.9	100	-4	-3
CCN1CCN(C(=O)Nc2cc(Cl)ccc2OC)CC1	45	0	1.6	100	-1	1.7	99	-10	3
O=C1/C(=C/c2ccccn2)SC(=S)N1c1cccc(O)c1	23	1	4.3	99	-4	3.9	94	2	nt
CCOC(=O)C1(CCOc2ccccc2)CCN(Cc2cccn2-c2cccnc2)CC1	52	-11	1.4	105	-2	0.1	106	-12	11
CC1CCCC(NC(=O)COC(=O)/C=C/c2ccc3c(c2)OCO3)C1C (configuration not stated)	-14	0	0.0	111	-2	0.1	92	1	nt
O=C(N/N=C/c1cccs1)c1ccc(-n2cccc2)cc1	-3	-4	0.0	99	-5	-1.4	92	-8	-2
CCCCNC(=O)Nc1c(C(=O)OC)[nH]c2ccc(C)cc12	12	6	1.4	101	6	0.2	103	-4	-39
CCOc1ccc(S(=O)(=O)Nc2cc(C)ccn2)c2ccccc12	26	-4	5.4	65	-22	4.9	71	-6	-13
Nc1nc(N)nc(-c2ccccn2)n1	27	1	6.4	100	2	0.5	102	-11	-19
CSc1ccc(-c2cc(=O)c3ccccc3o2)cc1	-3	-6	-0.9	89	-4	-1.7	90	-6	35
Cc1cccc(NC(=O)Cn2cccc2)c1	52	-6	0.5	105	7	-0.1	105	-6	10
O=C1CC(Sc2ccc(Cl)cc2)C(=O)N1c1ccc2c(c1)OCCO2 (configuration not stated)	33	-7	-0.3	102	-1	-0.6	96	-6	-17
CC(=O)N/C(=C\c1cccc([N+](=O)[O-])c1)C(=O)NC(C)C	-2	0	0.9	110	-1	0.0	94	-3	27
Cc1nnc(SCC(=O)c2cc(C)n(-c3ccc4c(c3)OCO4)c2C)s1	92*	-3	5.7	110	0	10	103	9	-3
COc1cc(C)nc(Oc2ccc(/C=N/O)cc2)n1	1	-1	1.4	102	5	-0.3	101	0	15
CC(=O)Oc1ccc(/C=C2/Oc3ccccc3C2=O)cc1	-13	-4	0.4	97	4	-0.5	99	-1	21
CCCCn1c(-c2ccc(OC)cc2)nc2c(=O)n(C)c(=O)[nH]c21	33	-4	0.2	102	3	-0.3	102	-2	8
O=C(COc1ccc(S(=O)(=O)Nc2ccc(Cl)cc2)cc1)N1CCOCC1	33	-3	19	100	-2	19	99	13	17
O=C1c2ccccc2C(=O)N1CC1c2ccccc2CCN1S(=O)(=O)c1ccccc1 (configuration not stated)	38	-5	0.0	95	-9	0.1	94	-6	-4
O=C(NC12CC3CC(CC(C3)C1)C2)N1CCN(c2nc(-c3ccccc3)cs2)CC1	-63	-3	-0.3	nt	nt	-1.7	nt	-6	-3
CCn1c(SCC(=O)NCc2ccco2)nnc1-c1cccs1	-3	-7	0.9	100	4	0.3	101	-14	-38
CC(C)c1ccc2[nH]c(O)c(N=NC(=O)c3cccc(S(=O)(=O)Nc4ccccc4Cl)c3)c2c1	7	-5	0.7	105	-1	-0.5	101	2	17
CCOc1ccc2[nH]c3c(NCCN(CC)CC)ncnc3c2c1	39	-4	-0.8	108	14	1.9	120	-8	-9
O=C(N/N=C/c1ccc([N+](=O)[O-])s1)C(O)c1ccccc1 (configuration not stated)	-71	-3	1.1	103	-1	1.0	99	-6	33
CC12CCCCC1(O)[N+](=O)C1=C(CCCC1)N2[O-] (configuration not stated)	9	0	0.1	104	6	0.3	102	-12	-31
COC(=O)COc1ccc(S(=O)(=O)N2CCOCC2)cc1	19	3	0.5	101	2	-0.2	106	-9	20
CCOC(=O)C1=C(C)NC(=O)C1(NC(=O)c1cccnc1)C(F)(F)F (configuration not stated)	-3	-8	0.8	99	1	-0.3	98	-8	26
O=C(N1CCNCC1)N1CCOCC1	2	nt	0.5	nt	nt	0.4	nt	-20	-4
CCc1nnc(NC(=O)CCC(=O)N2CCN(Cc3ccc(Cl)cc3)CC2)s1	-84	-6	4.6	nt	nt	2.8	nt	0	-1
Cc1ccc(OCC(=O)OCC(=O)c2cccc([N+](=O)[O-])c2)cc1C	25	4	0.4	105	6	-0.5	106	4	9
O=C(NCc1cc2ccccc2[nH]1)C1CCC(=O)N(CCCN2CCCC2=O)C1 (configuration not stated)	50	5	0.0	96	6	-0.5	99	-6	5
CC(C)Oc1ccc(C(=O)N2CCCc3ccccc32)cc1	-1	-6	-1.2	123*	7	-0.9	117	9	14
CCN1CCN(CCOc2cccc(Oc3ccccc3)c2)CC1	37	-7	0.7	106	-4	1.0	109	-9	10
Cc1nc(CC(=O)NNS(=O)(=O)c2ccc3ccccc3c2)cs1	-4	-1	-0.2	99	-2	0.4	103	-11	nt
CCOC(=O)C(=CN(CCc1ccccc1)CC(=O)OC)C(=O)OCC	35	-6	0.3	98	-4	-1.5	95	-14	30
N#Cc1ccc(-c2ccc(OCC3CNC(=O)O3)cc2)cc1 (configuration not stated)	nt	-5	6.0	97	9	3.0	107	9	nt
O=C(NCc1nc2ccccc2[nH]1)c1cccc(S(=O)(=O)N2CCOCC2)c1	14	2	-0.4	107	7	1.0	107	0	42

Single records, from the list above. Values in the order: PHOSPHO1 block	GalR3 antagonist	V1aR counter	MEKK3 PB1 HTS	MEKK2mut PB1 HTS	OXTR agonist	MEKK2 WT-MEK5	GPR7 antagonist	NALP1 inh
c1ccc(CSc2nnc(-c3ccco3)c(-c3ccco3)n2)cc1 is entered as 18	nt	-0.7	94	3	-1.5	95	6	24
O=C(N/N=C/c1ccc([N+](=O)[O-])s1)C(O)c1ccccc1 (configuration not stated) is entered as -71	-3	1.1	103	-1	1.0	99	-6	33

(more compounds)
smiles	PHOSPHO1 block	GalR3 antagonist	V1aR counter	MEKK3 PB1 HTS	MEKK2mut PB1 HTS	OXTR agonist	MEKK2 WT-MEK5	GPR7 antagonist	NALP1 inh
Cc1ccc(Cl)cc1NC(=O)COC(=O)CC(C)(C)C	13	-1	-0.2	80	-3	-0.7	89	-9	14
COc1ccc([N+](=O)[O-])cc1N(CC(=O)NCCCOC(C)C)S(C)(=O)=O	32	5	0.5	99	-7	0.3	100	-8	30
COc1ccc(N2CCc3c(C)nc4c(OC)cc(OC)cc4c32)cc1	55	-7	0.8	102	8	1.2	114	2	-4
CCOC(=O)N1CCN(C(=O)c2c(Cl)cnn2C)CC1	26	-5	nt	102	3	nt	102	-4	6
Cc1oc2c(O)c(O)ccc2c(=O)c1-c1ccccc1	22	2	0.0	94	7	-0.8	94	nt	8
CN1CC(=O)N(CC(=O)Nc2ccc3c(c2)CCC3)C1=O	-5	24*	0.6	102	1	0.5	102	-16	-21
O=C(Nc1ccncc1)C1CC(=O)N(c2ccc(F)cc2)C1 (configuration not stated)	11	-7	0.6	100	1	0.5	99	-2	-1
Cc1ccc(N2C(=O)NC(NC(=O)c3ccc(Cl)cc3)(C(F)(F)F)C2=O)cc1 (configuration not stated)	7	-5	1.6	109	1	0.1	110	-16	10
CCCCSC(=S)NC1CCS(=O)(=O)C1 (configuration not stated)	-2	-1	1.2	103	-2	0.5	99	-11	30
O=C(N1CCCCC1)N1CCN(c2ccc(Cl)cc2)CC1	0	-4	0.5	103	1	-1.6	100	-9	nt
CCSC1=N/C(=C\c2ccccc2)C(=O)N1c1ccc(OC)cc1	14	5	0.5	74*[inhibitor]	-13	0.4	70	-4	8
CCOc1ccc(-n2c(N)c(-c3nc4ccccc4n3C)c3nc4ccccc4nc32)cc1	4	0	-1.0	95	4	-1.1	103	-9	5
